High-throughput results from PubChem BioAssay.
PKA-R1A activ: activators of PKA-R1A holoenzyme, primary screen, biochemical, fluorescence polarization, Cy5-IP20, bovine R1A, mouse PKAc | cAMP-dependent protein kinase type I-alpha regulatory subunit (Bos taurus) + … | PKA-R1A dissociation; scaled: DMSO 0%, 113 µM cGMP 100% | activation, % at 11.4 µM | 0.083% of 340,000 active | AID 504707, 2011;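 active = percent activation above the mean of all tested compounds plus 3 SD, cut at about 19% in these data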;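 note: higher means more PKAc released from R1A so a rise in polarization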
MOR-DOR inv ag: inverse agonists of MOR-DOR heterodimerization, primary screen, cell-based, luminescence | 0.21% of 340,000 active | inhibition, % at 9.3 µM | AID 504357, 2011 | cell-based MOR-DOR heterodimer luminescence, inverse agonism | Mu-type opioid receptor (Homo sapiens) + Delta-type opioid receptor (Homo sapiens), …; in the data active = inhibition above about 22%, passing the limit was not always enough;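 note: 0% = cells with DMSO and 100% = wells without cells with DMSO; values of inactives mirror those of a sister screen read the other way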
Target sequence (P35372 whole entry, looked up): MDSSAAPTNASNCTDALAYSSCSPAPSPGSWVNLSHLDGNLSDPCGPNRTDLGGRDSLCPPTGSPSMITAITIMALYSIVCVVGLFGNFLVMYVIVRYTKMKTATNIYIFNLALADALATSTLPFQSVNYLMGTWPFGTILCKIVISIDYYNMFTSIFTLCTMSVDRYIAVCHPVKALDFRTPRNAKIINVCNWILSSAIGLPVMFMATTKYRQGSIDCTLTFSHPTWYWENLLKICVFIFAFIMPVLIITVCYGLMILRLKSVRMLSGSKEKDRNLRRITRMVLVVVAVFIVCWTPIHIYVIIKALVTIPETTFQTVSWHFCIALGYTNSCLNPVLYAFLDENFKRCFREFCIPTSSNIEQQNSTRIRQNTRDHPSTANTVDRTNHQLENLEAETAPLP
Target sequence (P41143 whole entry, looked up): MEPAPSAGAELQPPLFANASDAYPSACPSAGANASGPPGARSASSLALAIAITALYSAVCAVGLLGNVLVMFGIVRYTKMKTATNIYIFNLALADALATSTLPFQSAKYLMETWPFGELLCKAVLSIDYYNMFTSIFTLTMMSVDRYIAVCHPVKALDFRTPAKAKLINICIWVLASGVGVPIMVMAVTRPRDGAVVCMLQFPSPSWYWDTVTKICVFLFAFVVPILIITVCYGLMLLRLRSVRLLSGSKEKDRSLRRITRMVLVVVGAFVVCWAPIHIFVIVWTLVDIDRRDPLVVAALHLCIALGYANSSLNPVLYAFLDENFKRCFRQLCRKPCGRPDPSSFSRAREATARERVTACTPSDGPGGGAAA
PfHsp90 yeast 2: growth inhibition of PfHsp90-expressing yeast, primary screen, antimalarial PfHsp90 inhibitor project, S. cerevisiae, BacTiter-Glo luminescence, single point, set 2; BacTiter-Glo ATP, 48 h; yeast lacking PDR1 and PDR3 efflux regulators; 0.32% of 310,000 active; AID 504621, 2011; inhibition, % at 9.4 µM;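 active = every replicate shows inhibition above about 80%, whatever the replicate mean, limit read from the data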;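 note: 0% = DMSO neutral controls and 100% = 20 µM radicicol positive controls; yeast relying on Plasmodium falciparum Hsp90 in place of its own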
HTR5A inv ctr: HTR5A inverse agonists in luminescence cell assay, primary screen, counter-screen for OPRM1-OPRD1 heterodimer inverse agonist project, full-deck HTS | HTR5A cell line, inverse agonism | 0.083% of 340,000 active | 5-hydroxytryptamine receptor 5A (Homo sapiens), P47898 | inhibition, % at 9.3 µM; in the data active = inhibition mostly above about 23%, no sharp cut-off; inactive = mostly below about 18%;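 note: 0% = cells with DMSO and 100% = no-cell wells with DMSO; some compounds called inactive have numbers as strong as hits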
E coli growth: E. coli V3065 growth inhibition, primary screen, counter-screen for AddAB inhibitor project, absorbance, OD600; 18 h; inhibition, % at 11.9 µM; 0.27% of 330,000 active; AID 449728, 2010;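 active = inhibition above the campaign's mean inhibition across all tested compounds plus 3 SD, cut at about 9.9% in these data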;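 note: uninfected addAB+ strain grown without phage in ampicillin broth; 0% = DMSO wells and 100% = ciprofloxacin 0.95 µg/ml wells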
Pemphigus Ab inh: inhibitors of pemphigus antibody binding to DSG3, primary screen, biochemical, bead-based, flow cytometry, scFv-GFP; Desmoglein-3 (Homo sapiens), P32926; DSG3-coupled beads, scFv-anti-DSG3-GFP binding; hits give low values; binding (percent of control), % at 10 µM; 0.48% of 310,000 active;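 active = binding more than 3 SD below its plate's average and above zero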;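 note: hits lower antibody fragment binding to DSG3; some compounds called inactive have numbers as strong as hits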
SUMO Mot1 rescue: yeast Mot1-301 growth rescue at high temperature, primary screen, SUMOylation pathway inhibitor project, S. cerevisiae, ATP luminescence, 38.5C; 1% of 320,000 active; AID 2716, 2010; S. cerevisiae Mot1-301 growth rescue; percent above DMSO median, 100 means doubled; growth rescue, % at 18.8 µM;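 active = every valid replicate shows activation above 250% relative to neutral control wells; inactive = the rest, any valid replicate at or below 250%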;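 note: OY570 slx delta 5 strain wells were the positive control but not used for scaling; some compounds called inactive have numbers as strong as hits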
AddAB inh: growth inhibition of E. coli expressing H. pylori AddAB, primary screen, AddAB inhibitor project, absorbance | inhibition, % at 11.9 µM | 0.29% of 330,000 active | AID 435030, 2010; in the data active = inhibition above about 12%;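 note: 0% = vehicle wells of infected cells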
MOR-DOR ag: agonists of OPRM1-OPRD1 heterodimerization, primary screen, cell-based, luminescence; Mu-type opioid receptor (Homo sapiens) + Delta-type opioid receptor (Homo sapiens), …; cells; activation, % at 9.3 µM; 0.3% of 340,000 active; AID 504326, 2011; in the data active = activation above about 18%;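 note: 0% = vehicle-treated cells and 100% = reference agonist; values of inactives mirror those of a sister screen read the other way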
HTR5A ag: HTR5A agonists in luminescence cell assay, primary screen, counter-screen for OPRM1-OPRD1 heterodimer agonist project, full-deck HTS; activation, % at 9.3 µM; AID 504692, 2011; 5-hydroxytryptamine receptor 5A (Homo sapiens), P47898; cell-based; 0.61% of 340,000 active; in the data active = activation mostly above about 9.5%, no sharp cut-off; inactive = mostly below about 7.6%;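 note: 0% = cells with vehicle only and 100% = reference agonist; strong numbers were not always called active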
phage Ecoli inh: growth loss of phage-infected E. coli, primary screen, RecBCD inhibitor project, absorbance, with phage, HTS; inhibition, % at 11.9 µM; AID 651602, 2012; 0.26% of 360,000 active; in the data active = inhibition above about 11%
Numbers without * were called inactive; . = not tested or not shown.

SMILES | PKA-R1A activ | MOR-DOR inv ag | PfHsp90 yeast 2 | HTR5A inv ctr | E coli growth | Pemphigus Ab inh | SUMO Mot1 rescue | AddAB inh | MOR-DOR ag | HTR5A ag | phage Ecoli inh
CC(C)(C)OC(=O)C[C@H]1C/C=C\C[C@@H](CC(=O)N(CCO)Cc2ccccc2)C(=O)N[C@@H](Cc2ccccc2)COC1=O | -3 | 12 | -2 | -5 | 1.2 | 99 | -1 | -0.6 | -2.1 | -4 | 0.3
CC(Sc1nc2ccccc2s1)C(=O)Nc1nnc(C(C)C)s1 (stereo unspecified) | -3 | -6 | -14 | -6 | 1.6 | 100 | 23 | -1.8 | 0.9 | 0 | .
O=C(Nc1ccccc1)OCCOc1ccccc1Br | 1 | 1 | -5 | -4 | . | 69* | -23 | . | -0.2 | 1 | 1.9
CCN(C(=O)COC(=O)c1c(-c2ccccc2)noc1C)C1CCS(=O)(=O)C1 (stereo unspecified) | -7 | 16 | -4 | 8 | -2.8 | . | -12 | 0.9 | -2.6 | -1 | 0.8
Nc1nccnc1C(=O)OCC(=O)NCCc1ccc(Cl)cc1 | -3 | 5 | -10 | 8 | 1.6 | 101 | -2 | 0.8 | -1.1 | -3 | -1.8
O=C(NCc1nnc2c(C(F)(F)F)cc(Cl)cn12)c1ccc2c(c1)OCO2 | -7 | 9 | -5 | 3 | -1.6 | 106 | 1 | 2.6 | -1.7 | -8 | 0.2
COCCC(=O)N1CCC(Oc2ccc(C(=O)NCCSC)cc2)CC1 | -1 | -7 | 24 | 14 | 1.2 | 103 | -12 | 2.4 | 1.4 | -5 | 3.2
O=C(O)c1cc([N+](=O)[O-])ccc1Nc1ccccc1 | -4 | 22 | 32 | 0 | -0.3 | 82 | -10 | 1.5 | -4.4 | 1 | 7.3
Cc1nn(CC(=O)NCCCN2CCCCC2C)c(=O)c2cccn12 (stereo unspecified) | -5 | 1 | 9 | 10 | -1.9 | . | 257 | 2.0 | -0.2 | 3 | 4.8
COc1ccc(C(=O)CC(=O)c2ccccc2O)cc1 | -5 | -25 | -31 | 4 | -6.1 | 98 | 70 | 0.4 | 5.0 | -5 | -1.9
C#Cc1ccc2c(c1)COc1c3ccccc3nn1-2 | 3 | -9 | 13 | -14 | 0.8 | 100 | -29 | 2.9 | 1.6 | 2 | 1.2
CC12CC(NC(=O)N1c1cccc(C(=O)N3CCCCC3)c1)c1ccccc1O2 (stereo unspecified) | -5 | 18 | -22 | 21 | -0.8 | 106 | 16 | 3.5 | -3.5 | 0 | 0.2
CCC(Cc1ccccc1)NC(=O)C1CCN(c2nn3c(=O)cc(C)nc3s2)CC1 (stereo unspecified) | -8 | 11 | -5 | -2 | -0.5 | 125 | 408* | 1.7 | -2.3 | 1 | -0.2
CCOc1ccccc1/C=N/NC(=O)CNC(=O)c1cccs1 | 6 | 14 | 33 | 8 | 1.4 | 94 | -7 | 0.7 | -2.8 | -3 | 2.2
Cc1cc(C)cc(NC(=O)COc2coc(CN3CCc4ccccc43)cc2=O)c1 | -12 | -6 | 3 | 1 | 1.1 | 98 | -8 | 0.3 | 1.2 | 1 | 4.2

Ordered by value in MOR-DOR inv ag (lowest first): three from the list above.
SMILES | MOR-DOR inv ag
CC(Sc1nc2ccccc2s1)C(=O)Nc1nnc(C(C)C)s1 (stereo unspecified) | -6
Nc1nccnc1C(=O)OCC(=O)NCCc1ccc(Cl)cc1 | 5
CCC(Cc1ccccc1)NC(=O)C1CCN(c2nn3c(=O)cc(C)nc3s2)CC1 (stereo unspecified) | 11

More results
SMILES | PKA-R1A activ | MOR-DOR inv ag | PfHsp90 yeast 2 | HTR5A inv ctr | E coli growth | Pemphigus Ab inh | SUMO Mot1 rescue | AddAB inh | MOR-DOR ag | HTR5A ag | phage Ecoli inh
COc1ccc(N(C(=O)c2ccncc2)S(=O)(=O)c2ccc(Cl)cc2)cc1 | -2 | 2 | 97* | -11 | -0.3 | 108 | . | 5.1 | -0.4 | 4 | .
COc1ccc(N(CC(=O)NC(C)(C)C)C(=O)CCC(=O)Nc2nccs2)c(OC)c1 | -4 | 18 | 2 | 6 | -2.0 | 86 | -23 | 0.6 | -3.8 | -2 | 1.0
CC(=O)N1CCN(Cc2nc3scc(-c4ccccc4)c3c(=O)[nH]2)CC1 | -8 | 12 | 14 | 1 | -1.8 | 97 | -6 | 1.2 | -2.2 | 0 | 1.6
Cc1ccc2cc(C(c3nnnn3C3CCCC3)N3CCN(c4ccc(F)cc4)CC3)c(=O)[nH]c2c1 (stereo unspecified) | -5 | -4 | . | -7 | 0.9 | 105 | 9 | 1.8 | 0.9 | 6 | 0.2
CCCn1c(=O)c2ccccc2n2c(=S)[nH]nc12 | -8 | 7 | -2 | 5 | -0.3 | 98 | -35 | 2.1 | -1.2 | -1 | 2.0
NC(=O)C1CCN(c2oc(/C=C/c3ccccc3)nc2S(=O)(=O)c2ccccc2)CC1 | 2 | 8 | 7 | -36 | -0.8 | 99 | 15 | 0.6 | -1.7 | -2 | 1.2
O=C(O)CC1C(=O)NCCN1CCCc1ccccc1 (stereo unspecified) | 7 | 14 | -11 | -27 | 1.0 | 103 | 14 | 0.2 | -2.6 | 10 | 3.4
COc1ccccc1-n1c(SCC(=O)NC(C)(C)C)nnc1-c1ccco1 | -20 | -1 | . | -8 | -0.6 | 96 | -14 | -0.9 | 0.2 | 2 | 2.0
Cc1ccccc1OCC(=O)N/N=C/c1ccc([N+](=O)[O-])o1 | 3 | -87 | -12 | 6 | 1.8 | 108 | 10 | 6.5 | 12 | 7 | 7.8
Cc1cc(C(=O)NN=Cc2ccc(OC(=O)c3ccco3)cc2)c(C)o1 | 0 | 7 | -14 | 4 | 0.4 | 96 | 8 | -0.2 | -1.7 | -1 | 1.9
O=C1CCC([N+](=O)[O-])C(c2ccc3c(c2)OCO3)N1 (stereo unspecified) | -14 | 11 | -18 | 3 | 0.7 | 100 | -5 | -0.2 | -2.2 | -1 | 3.3
CCO[C@H]1OC(C(=O)Nc2ccccc2)=C[C@@H](c2ccc(C(F)(F)F)cc2)[C@@H]1CCCO | 5 | -44 | -3 | 5 | -3.8 | 102 | 9 | 1.5 | 7.9 | -1 | 1.9
Cc1cc(Br)ccc1OCC(=O)NNC(=O)C(=O)Nc1ccccc1 | -3 | 2 | -75 | 1 | -8.7 | 101 | -11 | 4.0 | -0.4 | 0 | -2.8
CN(C(=O)COC(=O)C(C)(C)Oc1ccc(Cl)cc1)c1c(N)n(Cc2ccccc2)c(=O)[nH]c1=O | -8 | 2 | -6 | -7 | 1.5 | 96 | 10 | 2.2 | -0.3 | -6 | 0.0
Cc1nc2nc[nH]c2cc1Br | -10 | 5 | -11 | -24 | 3.5 | 96 | . | 1.4 | -0.9 | 9 | 2.5
COc1ccc(Cl)cc1S(=O)(=O)N1CCC(C(=O)NC2CCCC2)CC1 | -14 | 14 | -21 | -9 | 1.4 | 114 | -6 | 3.0 | -4.4 | 0 | 4.0
Cc1ccc(NS(=O)(=O)c2ccc(OCC(=O)Nc3cccc([N+](=O)[O-])c3)c(C)c2)cc1 | -4 | -12 | -5 | -2 | 1.2 | 99 | -3 | -0.2 | 2.4 | 11 | 3.0
CCOc1ccc(S(=O)(=O)N2CCCC(C(=O)NCc3ccccn3)C2)cc1 (stereo unspecified) | 4 | 12 | 2 | -3 | -2.5 | . | -11 | 2.5 | -2.3 | 1 | 2.3
Cc1cc(-n2c(C)cc(C(=O)CSc3[nH]c(=O)cc(C(F)(F)F)c3C#N)c2C)no1 | -27 | 8 | -2 | 11 | 3.5 | . | -9 | 0.7 | -2.1 | -4 | 0.1
C[C@@H]1CN([C@@H](C)CO)C(=O)c2cccc(NS(C)(=O)=O)c2O[C@H]1CN(C)CC1CCCCC1 | -14 | 9 | -3 | -14 | -1.0 | 101 | -3 | 1.9 | -1.5 | 1 | 0.3
CC(CNC(=O)c1ccc(NC2=NC3CS(=O)(=O)CC3S2)cc1)c1ccccc1 (stereo unspecified) | -10 | 1 | 20 | -20 | 2.2 | 97 | 11 | 0.0 | -0.1 | -4 | 1.8
COc1cccc(NC(=S)N2CCN(c3ccccn3)CC2)c1 | -2 | 11 | -10 | -11 | 2.2 | 100 | 9 | 3.1 | -2.0 | 4 | 3.2
O=C(NCc1ccccc1)c1ccc2nccnc2c1 | -6 | 9 | 15 | -18 | 0.2 | 96 | 4 | 0.9 | -1.6 | 1 | 2.8
Cn1cccc1CC(=O)N/N=C/C(Cl)=C/c1ccccc1 | -2 | -8 | -35 | -2 | 0.1 | . | 8 | 3.3 | 1.6 | 3 | 2.5
CC1(C)CC(=O)C2=C(C1)OC(N)=C(C#N)C2c1ccc(OC(=O)N2CCOCC2)cc1 (stereo unspecified) | -7 | 9 | . | 3 | -0.2 | 106 | -3 | 0.2 | -1.7 | 3 | -1.6
S=C(NCc1ccccn1)Nc1ccccc1 | -8 | 5 | -6 | -7 | -1.3 | 95 | -5 | 3.5 | -0.7 | 3 | 2.1
Cc1cc(C=O)c(C)n1-c1ccc(Oc2ccc([N+](=O)[O-])cn2)cc1 | -9 | 6 | -4 | 1 | -1.2 | 126 | 5 | 2.2 | -1.1 | -1 | 0.8
CN(C)CC/C=C1/c2ccccc2CS(=O)(=O)c2ccccc21 | -2 | 18 | -17 | -12 | 1.0 | 97 | 55 | 2.4 | -3.4 | -4 | 1.5
CCOC(=O)N1CCN(Cc2ccc3ccccc3c2)CC1 | -13 | -7 | -5 | -10 | . | 99 | -2 | . | 1.2 | 9 | 3.1
COc1ccc(-c2oc3ccc(-c4cc(OC)c(OC)c(OC)c4)cc3c2-c2ccc(OC)nc2)cc1 | 3 | -5 | -9 | 7 | 0.3 | 92 | 419 | 3.2 | 0.9 | -3 | 1.3
Cc1ccc(S(=O)(=O)N2CCN(C3CC4CCC3C4)CC2)cc1 (stereo unspecified) | -3 | -47 | 12 | 8 | 3.8 | . | 12 | 3.0 | 6.7 | 4 | -2.0
Cc1ccc(C)c(N2C(=N)S/C(=C\c3ccc(-c4ccccc4C(=O)O)o3)C2=O)c1 | -5 | 13 | -14 | 1 | -2.8 | 92 | -12 | -0.6 | -2.8 | -3 | 3.6
COc1ccc(NS(=O)(=O)c2cccc(C(=O)NCC3(N4CCCCC4)CCCCC3)c2)cc1 | -12 | 0 | 28 | -3 | -1.6 | 109 | -4 | -1.2 | -0.1 | 1 | 1.4
